From PubChem BioAssay
ASAP1 inh = inhibitors of human ASAP1 ArfGAP activity, primary screen, biochemical, fluorescence polarization. Arf-GAP with SH3 domain, ANK repeat and PH domain-containing protein 1 (Homo sapiens), …. ASAP1-stimulated ARF1 GTP hydrolysis, GDP FP detection. inhibition, % at 16.5 µM. 0.19% of 360,000 active; in the data active means inhibition above about 25%;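 further: 0% = vehicle with enzyme and substrate and 100% = no enzyme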
Target sequence (Q9ULH1 325-724 limits assumed): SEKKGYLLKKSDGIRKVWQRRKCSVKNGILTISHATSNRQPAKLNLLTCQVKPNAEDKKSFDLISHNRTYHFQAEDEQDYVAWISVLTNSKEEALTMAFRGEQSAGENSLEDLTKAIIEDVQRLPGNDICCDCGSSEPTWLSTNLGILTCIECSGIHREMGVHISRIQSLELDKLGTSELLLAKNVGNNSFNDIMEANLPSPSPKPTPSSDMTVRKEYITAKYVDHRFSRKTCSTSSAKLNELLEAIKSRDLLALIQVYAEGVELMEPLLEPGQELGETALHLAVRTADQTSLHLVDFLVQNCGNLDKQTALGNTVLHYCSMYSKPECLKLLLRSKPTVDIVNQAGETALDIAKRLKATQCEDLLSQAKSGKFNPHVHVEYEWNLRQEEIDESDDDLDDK
rCAG binder = binders of r(CAG) RNA repeats, primary screen, biochemical, fluorescence | 1.3% of 370,000 active | r(CAG) RNA repeat, TO-PRO-1 dye displacement fluorescence | inhibition, % at 3 µM;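 active means inhibition above the plate cutoff, the mean of all test compounds on that plate plus 3 SD, cut at about 35% in these data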;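 further: 0% = DMSO alone and 100% = 100 µM mitoxantrone as full dye displacement; higher means more dye released from RNA so lower well fluorescence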
HTRA1 inhibitor = HTRA1 serine protease inhibitors, primary screen, biochemical, fluorescence polarization, HTS. recombinant HTRA1, FP-rhodamine activity-based probe. inhibition, % at 5.96 µM. 0.5% of 340,000 active. Q92743; in the data active means inhibition above about 36%;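 further: 0% = enzyme with DMSO and 100% = wells lacking enzyme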
ABHD4 inh = ABHD4 inhibitors, primary screen, biochemical, fluorescence polarization, mouse. (Lyso)-N-acylphosphatidylethanolamine lipase (Mus musculus), Q8VD66. purified mABHD4, FP-Rh probe fluorescence polarization. inhibition, % at 8.92 µM. 0.54% of 370,000 active. AID 720543, 2013;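 active means inhibition exceeding the mean over every tested compound plus 3 SD, cut at about 30% in these data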;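 further: 0% = plate median of compound wells and 100% = S159A mutant with DMSO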
Target sequence (Q8VD66 whole entry, looked up): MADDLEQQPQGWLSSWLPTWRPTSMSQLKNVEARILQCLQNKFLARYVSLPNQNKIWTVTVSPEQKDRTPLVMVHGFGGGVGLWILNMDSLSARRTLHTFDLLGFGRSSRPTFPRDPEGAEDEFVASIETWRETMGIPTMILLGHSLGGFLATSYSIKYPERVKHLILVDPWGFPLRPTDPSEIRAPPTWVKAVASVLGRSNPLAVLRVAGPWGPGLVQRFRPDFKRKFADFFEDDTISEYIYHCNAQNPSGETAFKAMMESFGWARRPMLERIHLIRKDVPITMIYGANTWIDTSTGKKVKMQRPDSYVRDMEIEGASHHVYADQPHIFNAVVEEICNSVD
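System: mouse ABHD4 enzyme, wild type / Medium: HEPES pH 7.0, NaCl, Pluronic buffer / Reagent: FP-Rh activity-based fluorescent probe / Control set: S159A mutant high control, sample median low control / Detection: fluorescence polarization with parallel and perpendicular emission, 525/598 nm / Schedule: 45 min + 60 min at 25 °C / Compound dosing: 8.92 µM, single dose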
PG9 Ab binder = binders of HIV-1 gp120 antibody PG9, primary screen, biochemical, TR-FRET; HIV-1 gp120 / PG9 antibody interaction; TR-FRET gp120-PG9 antibody binding; inhibition, % at 6.7 µM; 0.43% of 360,000 active; AID 624416, 2012; in the data active means inhibition above about 8.5%
GC-A act = GC-A stimulated cGMP production enhancers – HEK293 GC-A cells, cGMP TR-FRET, EC30 ANP, primary screen; activation, % at 10 µM; 0% at EC30 ANP, 100% saturating ANP; 0.14% of 370,000 active; Atrial natriuretic peptide receptor 1 (Homo sapiens), P16066; in the data active means activation above about 40%
ARFGAP1 inhibitor = inhibitors of rat ARFGAP1 GAP activity, primary screen, biochemical, fluorescence polarization, GDP tracer; inhibition, % at 16.5 µM; Arfgap1-stimulated ARF1 GTP hydrolysis, GDP FP detection; 0.26% of 360,000 active;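 active means inhibition above a per-plate limit, mean inhibition of low control wells plus 3 SD, cut at about 25% in these data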;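 further: 0% = DMSO wells with enzyme and 100% = wells lacking Arfgap1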
Target sequence (Q62848 1-136 limits assumed): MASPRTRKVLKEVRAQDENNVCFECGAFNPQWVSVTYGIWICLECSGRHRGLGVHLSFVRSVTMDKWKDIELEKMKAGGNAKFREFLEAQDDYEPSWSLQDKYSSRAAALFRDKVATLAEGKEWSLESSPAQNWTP
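Replicates: Single well per compound | Assay system: Truncated rat Arfgap1 GAP domain | Control set: No-Arfgap1 wells (100%) versus DMSO full-reaction wells (0%) | Times: Enzyme reaction 120 min at 25 °C after 20 min preincubation | Reagent: Human ARF1(Δ1-17)-GTP substrate | Measured by: Tracer-displacement fluorescence polarization with EDTA stop, 620/688 nm | Measure: Percent inhibition of Arfgap1-stimulated GTP hydrolysis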
SMARCA2 act = SMARCA2 (BRM) function activators, primary screen, cell-based, luminescence, high throughput. MG213 cells, MMTV-luciferase reporter, dexamethasone, overnight. activation, % at 9.1 µM. 1% of 370,000 active; in the data active means activation above about 7.8%;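 further: 0% = vehicle wells and 100% = reference activator wells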
NPR2 activator = human GC-B receptor activators, primary screen, HEK293 GC-B cells, cGMP TR-FRET, EC30 CNP; Atrial natriuretic peptide receptor 2 (Homo sapiens), P20594; 0% at EC30 CNP, 100% saturating CNP; activation, % at 10 µM; 0.11% of 370,000 active;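 active means activation at 10 µM reaching about 35% in either raw or pattern-adjusted values, limit read from the data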
Rev-erbA mod = modulators of Rev-erb alpha DNA binding, primary screen, biochemical, FITC-DNA, fluorescence polarization, uHTS; 0.79% of 370,000 active; Nuclear receptor subfamily 1 group D member 1 (Homo sapiens), P20393; Rev-erbα–FITC-DNA binding, 90 min; activity, % at 10 µM;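 active means activity above about 14%, limit read from the data; passing the limit was not always enough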;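 further: 0% = DMSO wells with 35 nM protein and 100% = DMSO wells with 750 nM protein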
An asterisk follows results filed as active.

How did CCCc1cc(C(=O)Nc2ccc(C(=O)OC)cc2)cs1 do in these assays?
ASAP1 inh: -1; rCAG binder: -1; HTRA1 inhibitor: -14; ABHD4 inh: -10; PG9 Ab binder: 6.9; GC-A act: 2; ARFGAP1 inhibitor: 7; SMARCA2 act: -4; NPR2 activator: 4; Rev-erbA mod: 13

How did O=C(COC(=O)c1ccc([N+](=O)[O-])s1)Nc1cccc(S(=O)(=O)NC2=NCCCCC2)c1 do in these assays?
ASAP1 inh: -1; rCAG binder: 1; HTRA1 inhibitor: 22; ABHD4 inh: 3; PG9 Ab binder: -1.7; GC-A act: 1; ARFGAP1 inhibitor: 8; SMARCA2 act: -5; NPR2 activator: -3; Rev-erbA mod: -3

How did COCc1c(C(=O)N/N=C/c2cccc3ccccc23)nnn1-c1nonc1N do in these assays?
ASAP1 inh: 2; rCAG binder: 0; HTRA1 inhibitor: 0; ABHD4 inh: -12; PG9 Ab binder: -1.2; GC-A act: -3; ARFGAP1 inhibitor: -5; SMARCA2 act: -3; NPR2 activator: -5; Rev-erbA mod: -3

What do the screens show for `CC(C)CC(c1nnnn1C(C)C)N1CCN(c2cccc(Cl)c2)CC1` (configuration not stated)?
ASAP1 inh: -1; rCAG binder: -4; HTRA1 inhibitor: 7; ABHD4 inh: 5; PG9 Ab binder: -0.3; GC-A act: -6; ARFGAP1 inhibitor: -4; SMARCA2 act: 1; NPR2 activator: -3; Rev-erbA mod: -6

What do the screens show for `COc1ccc(N(Cc2ccccc2)C(=O)CSc2nnc(Cn3nnc4ccccc43)o2)cc1`?
ASAP1 inh: -1; rCAG binder: -4; HTRA1 inhibitor: -28; ABHD4 inh: -6; PG9 Ab binder: 0.8; GC-A act: -11; ARFGAP1 inhibitor: -4; SMARCA2 act: -4; NPR2 activator: -10; Rev-erbA mod: 4

Results for COc1ccc(/C=N/Nc2ccc([N+](=O)[O-])cc2)cc1O ?
ASAP1 inh: 25*; rCAG binder: 20; HTRA1 inhibitor: 25; ABHD4 inh: 18; PG9 Ab binder: -3.3; GC-A act: -3; ARFGAP1 inhibitor: 22; SMARCA2 act: 2; NPR2 activator: -7; Rev-erbA mod: 4

How did CC1CN(C(=O)COC(=O)c2cnc(Cl)c(Cl)c2)CC(C)O1 (configuration not stated) do in these assays?
ASAP1 inh: 2; rCAG binder: 3; HTRA1 inhibitor: 4; ABHD4 inh: 0; PG9 Ab binder: -2.4; GC-A act: 2; ARFGAP1 inhibitor: 4; SMARCA2 act: 1; NPR2 activator: 0; Rev-erbA mod: -1

How did CCc1ccc(N(C(=O)CCC(=O)Nc2cc(C)on2)C(C(=O)NC(C)(C)C)c2ccc(OC)cc2)cc1 (configuration not stated) do in these assays?
ASAP1 inh: 8; rCAG binder: -1; HTRA1 inhibitor: -10; ABHD4 inh: 1; PG9 Ab binder: -0.7; GC-A act: -9; ARFGAP1 inhibitor: -2; SMARCA2 act: 0; NPR2 activator: -2; Rev-erbA mod: 7

What do the screens show for `C/C=C/c1ccc(OCCCCN2CCN(CC)CC2)c(OC)c1`?
ASAP1 inh: 9; rCAG binder: -7; HTRA1 inhibitor: -2; ABHD4 inh: 21; PG9 Ab binder: -0.5; GC-A act: -1; ARFGAP1 inhibitor: -14; SMARCA2 act: -3; NPR2 activator: 3; Rev-erbA mod: 2

What do the screens show for `O=C(CCC1CCCN(C(=O)COc2ccccc2)C1)N1CCN(c2ccccn2)CC1` (configuration not stated)?
ASAP1 inh: 0; rCAG binder: -10; HTRA1 inhibitor: 13; ABHD4 inh: -2; PG9 Ab binder: -1.3; GC-A act: 2; ARFGAP1 inhibitor: -10; SMARCA2 act: -1; NPR2 activator: 3; Rev-erbA mod: -6

What do the screens show for `CC(OC(=O)c1ccc(S(C)(=O)=O)c([N+](=O)[O-])c1)C(=O)NC1C2CC3CC(C2)CC1C3` (configuration not stated)?
ASAP1 inh: 1; rCAG binder: 4; ABHD4 inh: 2; PG9 Ab binder: 0.8; GC-A act: 4; ARFGAP1 inhibitor: 0; SMARCA2 act: 4; NPR2 activator: 9; Rev-erbA mod: -7

How did O=C(NCCC1CCCCN1S(=O)(=O)c1ccc(F)cc1)C(=O)NCc1ccncc1 (configuration not stated) do in these assays?
ASAP1 inh: 8; rCAG binder: -8; HTRA1 inhibitor: -4; ABHD4 inh: 4; PG9 Ab binder: 1.0; GC-A act: 1; ARFGAP1 inhibitor: 2; SMARCA2 act: -1; NPR2 activator: 3; Rev-erbA mod: 2

Results for CC(=Nc1cccc(C)c1)c1sc2ccccc2c1O ?
ASAP1 inh: 1; rCAG binder: 0; HTRA1 inhibitor: -2; ABHD4 inh: 4; PG9 Ab binder: -4.1; GC-A act: 1; ARFGAP1 inhibitor: 7; SMARCA2 act: 7.9*; NPR2 activator: 0; Rev-erbA mod: 6

How did Cc1ccc(S(=O)(=O)C2C(=O)NC3(C)CC2c2ccccc2O3)cc1 (configuration not stated) do in these assays?
ASAP1 inh: 0; rCAG binder: -1; HTRA1 inhibitor: -13; ABHD4 inh: 3; PG9 Ab binder: -3.2; GC-A act: 1; ARFGAP1 inhibitor: 3; SMARCA2 act: 0; NPR2 activator: 0; Rev-erbA mod: 0

Results for Cc1nn(-c2ccc(C(=O)Nc3nnc(C4CC4)s3)cc2)c(C)c1Cl ?
ASAP1 inh: -15; rCAG binder: -4; HTRA1 inhibitor: 2; ABHD4 inh: -4; PG9 Ab binder: 1.0; GC-A act: 1; ARFGAP1 inhibitor: -2; SMARCA2 act: 0; NPR2 activator: -3; Rev-erbA mod: 1

3 records picked at random from those above:
Results for COc1ccc(/C=N/Nc2ccc([N+](=O)[O-])cc2)cc1O ?
ASAP1 inh: 25*; rCAG binder: 20; HTRA1 inhibitor: 25; ABHD4 inh: 18; PG9 Ab binder: -3.3; GC-A act: -3; ARFGAP1 inhibitor: 22; SMARCA2 act: 2; NPR2 activator: -7; Rev-erbA mod: 4

How did O=C(COC(=O)c1ccc([N+](=O)[O-])s1)Nc1cccc(S(=O)(=O)NC2=NCCCCC2)c1 do in these assays?
ASAP1 inh: -1; rCAG binder: 1; HTRA1 inhibitor: 22; ABHD4 inh: 3; PG9 Ab binder: -1.7; GC-A act: 1; ARFGAP1 inhibitor: 8; SMARCA2 act: -5; NPR2 activator: -3; Rev-erbA mod: -3

What do the screens show for `C/C=C/c1ccc(OCCCCN2CCN(CC)CC2)c(OC)c1`?
ASAP1 inh: 9; rCAG binder: -7; HTRA1 inhibitor: -2; ABHD4 inh: 21; PG9 Ab binder: -0.5; GC-A act: -1; ARFGAP1 inhibitor: -14; SMARCA2 act: -3; NPR2 activator: 3; Rev-erbA mod: 2

Remaining list, next part:
How did Cc1cc(S(=O)(=O)NC(C)C)ccc1OCC(=O)NCc1ccccc1 do in these assays?
ASAP1 inh: 11; rCAG binder: -4; HTRA1 inhibitor: 8; ABHD4 inh: -1; PG9 Ab binder: -1.9; GC-A act: 0; ARFGAP1 inhibitor: -1; SMARCA2 act: -5; NPR2 activator: 2; Rev-erbA mod: 1

How did Cc1nc2ccc(S(=O)(=O)NCC(=O)N3CCC(N4CCCCC4)CC3)cc2s1 do in these assays?
ASAP1 inh: -5; rCAG binder: 2; HTRA1 inhibitor: 5; ABHD4 inh: -3; PG9 Ab binder: 0.0; GC-A act: 5; ARFGAP1 inhibitor: -14; SMARCA2 act: 0; NPR2 activator: -13; Rev-erbA mod: -5

How did O=C(NCc1ccco1)c1cnn2c1NC(c1ccc(Br)cc1)CC2C(F)(F)F (configuration not stated) do in these assays?
ASAP1 inh: -9; rCAG binder: -4; HTRA1 inhibitor: -28; ABHD4 inh: -13; PG9 Ab binder: -1.2; GC-A act: 3; ARFGAP1 inhibitor: 4; SMARCA2 act: 1; NPR2 activator: 2; Rev-erbA mod: 4

How did CN(Cc1ccc(Cl)cc1Cl)C(=O)CN1C(=O)NC2(CCCC2)C1=O do in these assays?
ASAP1 inh: 0; rCAG binder: -9; HTRA1 inhibitor: -1; ABHD4 inh: 5; PG9 Ab binder: 3.5; GC-A act: 1; ARFGAP1 inhibitor: 10; SMARCA2 act: -1; NPR2 activator: 5; Rev-erbA mod: -2

Results for Cc1ccccc1NC(=O)Cc1nc(COC(=O)/C=C/c2ccccc2)cs1 ?
ASAP1 inh: -8; rCAG binder: 3; HTRA1 inhibitor: -21; ABHD4 inh: 10; PG9 Ab binder: -2.5; GC-A act: 4; ARFGAP1 inhibitor: 8; SMARCA2 act: -1; NPR2 activator: -3; Rev-erbA mod: -2

How did O=C(Nc1ccc2c(c1)[C@@H]1C[C@@H](CC(=O)N3CCOCC3)O[C@@H](CO)[C@@H]1O2)NC1CCCC1 do in these assays?
ASAP1 inh: -11; rCAG binder: 1; HTRA1 inhibitor: 2; ABHD4 inh: 1; PG9 Ab binder: -0.4; GC-A act: -4; ARFGAP1 inhibitor: 4; SMARCA2 act: -3; NPR2 activator: 1; Rev-erbA mod: -2

Results for O=C(CSc1nc2ccccc2s1)Nc1ccc2c(c1)OCO2 ?
ASAP1 inh: 10; rCAG binder: 2; HTRA1 inhibitor: -7; ABHD4 inh: -2; PG9 Ab binder: -0.5; GC-A act: -3; ARFGAP1 inhibitor: 9; SMARCA2 act: 1; NPR2 activator: 2; Rev-erbA mod: -4

What do the screens show for `COc1cccc(CNC(=O)c2ccc(CS(=O)Cc3ccccc3Cl)o2)c1` (configuration not stated)?
ASAP1 inh: -3; rCAG binder: 3; HTRA1 inhibitor: -3; ABHD4 inh: -4; PG9 Ab binder: -0.8; GC-A act: -3; ARFGAP1 inhibitor: 4; SMARCA2 act: -1; NPR2 activator: 0; Rev-erbA mod: 1

What do the screens show for `C=CCN(CC=C)S(=O)(=O)c1ncn[nH]1`?
ASAP1 inh: -6; rCAG binder: 4; HTRA1 inhibitor: 2; ABHD4 inh: 0; PG9 Ab binder: 0.2; GC-A act: 2; ARFGAP1 inhibitor: 5; SMARCA2 act: 0; NPR2 activator: 8; Rev-erbA mod: -2

What do the screens show for `COCC(=O)N1CCC(Oc2ccc(C(=O)N3C[C@@H](C)O[C@@H](C)C3)cc2)CC1`?
ASAP1 inh: 3; rCAG binder: -7; HTRA1 inhibitor: 4; ABHD4 inh: -2; PG9 Ab binder: -0.9; GC-A act: -2; ARFGAP1 inhibitor: 8; SMARCA2 act: -1; NPR2 activator: -1; Rev-erbA mod: 4
